# E-sel inducer – induces E-selectin expression in human endothelial cells. P16581. HUVEC E-selectin immunofluorescence imaging; normalized: neutral wells 0, TNF-alpha wells 100. activation, % at 7.58 µM. 0.37% of 260,000 active;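 active = mean E-selectin-positive cell signal at least 10% of the positive control, reached in at least 60% of replicates, without over 20% cell loss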;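 also: in these data hits start at about 27%; measured in HUVEC primary endothelial cells; signal is the percent of cells scored E-selectin positive by PE staining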
# Target sequence (P16581 whole entry, looked up): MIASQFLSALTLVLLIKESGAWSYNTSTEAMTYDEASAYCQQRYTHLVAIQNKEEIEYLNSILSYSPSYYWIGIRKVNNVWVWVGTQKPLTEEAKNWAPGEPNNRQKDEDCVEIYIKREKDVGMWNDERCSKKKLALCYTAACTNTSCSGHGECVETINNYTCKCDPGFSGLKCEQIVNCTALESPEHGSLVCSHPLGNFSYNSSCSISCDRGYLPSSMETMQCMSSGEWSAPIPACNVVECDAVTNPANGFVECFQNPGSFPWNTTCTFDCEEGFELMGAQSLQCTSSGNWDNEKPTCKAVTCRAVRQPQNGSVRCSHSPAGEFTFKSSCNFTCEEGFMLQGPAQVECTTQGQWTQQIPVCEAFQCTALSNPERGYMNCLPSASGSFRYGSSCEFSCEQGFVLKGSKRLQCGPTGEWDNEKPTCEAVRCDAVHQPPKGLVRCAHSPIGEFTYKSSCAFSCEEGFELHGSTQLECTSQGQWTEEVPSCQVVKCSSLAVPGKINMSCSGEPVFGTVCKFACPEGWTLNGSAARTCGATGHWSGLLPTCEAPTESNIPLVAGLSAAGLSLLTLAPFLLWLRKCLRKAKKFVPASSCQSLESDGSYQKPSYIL
#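 Test system – human umbilical vein endothelial cells (HUVEC), E-selectin induction · Input – 3,000 HUVEC seeded per well · Buffer or medium – EGM-2, gelatin · Compound dosing – single-point compound dose · Detection – immunofluorescence imaging · Measure – percent E-selectin-positive cells · Controls – TNF-alpha high, DMSO low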
# esBAF inh – blocks esBAF chromatin remodeling in mouse ES cells. 2% of 350,000 active. Bmi1-luciferase knock-in reporter, 24 h; 100% = twice the neutral-well signal. reporter increase, % at 12.5 µM; in the data active = activation above about 40%;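 also: 0% = median of the plate's neutral control wells and 100% = double that signal; a rise in the Bmi1 reporter signal indicates esBAF inhibition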
# RAD52 inh – RAD52 (human) annealing inhibition. inhibition, % at 18.7 µM. 0.46% of 360,000 active. recombinant RAD52 DNA annealing, FRET fluorescence;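 active = every replicate showing at least 50% inhibition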
# ERp5 inh – ERp5 (human) disulfide isomerase inhibition. ERp5 insulin aggregation, absorbance 650 nm, 90 min. Q15084. inhibition, % at 9.99 µM. 0.05% of 350,000 active. AID 651711;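 active = mean replicate inhibition above about 25%, with every replicate also reaching it, limit read from the data, passing the limit was not always enough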
# Xi reactivation – X-chromosome reactivation activator. activation, % at 7.58 µM. XiGFP mouse fibroblasts, % GFP-positive cells imaging, 3 d; cells co-treated with 5-aza-dC sensitizer; scaled so ellipticine positive control = 100%. 0.055% of 360,000 active;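 active = mean normalized replicate activation at least 10% and every replicate at or above 10%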;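 also: 0% = median of on-plate neutral control wells and 100% = ellipticine 6 µM median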
#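 Assay system: SV40-immortalized XiGFP fibroblast cells, line 68-5-11; buffer or medium: DMEM plus 5-aza-dC sensitizer; compound: one concentration, pinned; timing: compounds 3 days, fix/stain 15 min at room temperature; benchmarks: positive control ellipticine, 6 µM final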
# RAD54 inh – RAD54 (human) branch migration inhibition. 0.14% of 360,000 active. Q92698. inhibition, % at 10.4 µM. AID 602329. RAD54 Holliday junction branch migration, FAM/BHQ fluorescence;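 active = mean normalized replicate activity at least 40 and at least half of replicates scoring 40 or more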;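 also: 0% = median of neutral control wells and 100% = median of positive control wells; inhibitors cause a drop in the FAM fluorescence signal; in these data hits start at about 50%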
# ERAP1 inh – blocks human ERAP1 aminopeptidase activity; 0.15% of 340,000 active; Q9NZ08; recombinant ERAP1, Leu-AMC fluorescence, 60 min; inhibition, % at 10.7 µM;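 active = mean replicate inhibition of at least 30%, or all replicates individually reaching that 30% level; inactive = mean below 30% and not every replicate reaching it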;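 also: 0% = neutral control wells and 100% = L-leucinethiol positive control wells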
# S100A4 inh HTS – inhibitors of human S100A4 binding to myosin IIA peptide. S100A4/TAMRA-MyoIIA peptide fluorescence polarization. inhibition, % at 10.7 µM. 0.14% of 360,000 active;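 active = mean inhibition of at least 70% across replicates, with every replicate also reaching that level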
# Target sequence (P26447 whole entry, looked up): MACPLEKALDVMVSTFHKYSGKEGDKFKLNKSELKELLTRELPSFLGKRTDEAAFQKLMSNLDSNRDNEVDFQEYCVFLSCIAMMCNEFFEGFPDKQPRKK
#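 assay system = human S100A4 monomer with TAMRA-labelled myosin IIA peptide | also added = labelled myosin peptide probe, 5 nM | incubation = 5 min between mix addition and reading | control set = DMSO and TFP controls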
# * hit, by the source's call; x = not tested or not shown; & = joins results of further samples.
# A first look, 17 compounds:
SMILES,E-sel inducer,esBAF inh,RAD52 inh,ERp5 inh,Xi reactivation,RAD54 inh,ERAP1 inh,S100A4 inh HTS
COc1ccccc1CN1C(=O)c2ccccc2[C@@]2(Cc3ccccc3N(CCN3CCOCC3)C2=O)[C@@H]1c1ccc(CO)cc1,x,x,1,5,x,9,0,12
O=C(NCc1cccs1)c1ccc(CS(=O)Cc2ccc(Cl)cc2)o1 (centres undefined),0.0,-1,-9,-3,0.0,0,0,-4
COc1ccc(NC(=O)COC(=O)C2CC2)cc1S(=O)(=O)N1CCCCC1,x,4,3,-20,0.1,-13,6,-14
O=C(Nc1ccc(Br)cc1Cl)c1ccc(OCC2CCCO2)cc1 (centres undefined),-0.7,19,-26,0,0.0,-2,-1,-2
Cc1ccc(C(=O)NC(=S)Nc2nc(-c3cccc([N+](=O)[O-])c3)cs2)c(Cl)c1,-0.3,x,-17,7,x,x,x,-1
Clc1cccc(Cl)c1Cn1c(-c2cccnc2Cl)nc2ccccc21,x,4,-17,-3,x,0,-4,-6
CCCCn1nnnc1C1(C)CCC(=O)N1CCOc1ccccc1 (centres undefined),-0.1,x,-12,-3,0.0,x,17,2
CC(=O)Nc1ccc(C(=O)N2CCCC(c3cc(C(=O)Nc4ccccc4)no3)C2)cc1 (centres undefined),0.1,-9,1,1,-0.1,-4,5,2
NNC(=O)c1ccc(COc2ccccc2)cc1,0.7,x,-4,4,0.2,2,14,7
O=C(C[C@H]1C[C@@H]2c3cc(NC(=O)C4CCC4)ccc3O[C@@H]2[C@H](CO)O1)NC1CCCC1,-0.2,-3,8,2,0.0,0,5,-1
Cc1cccc(C)c1NC(=O)CN(Cc1ccccc1)Cc1ccccc1,-0.1,-10,-11,-7,0.0,-8,2,-3
CCCCN(CCCC)CC(O)COc1ccc(Br)cc1 (centres undefined),-2.8,x,-7,-3,0.2,-5,-2,-9
CC(C)[C@H](NC(=O)c1ccc([N+](=O)[O-])cc1Cl)C(=O)N1CCN(C/C=C/c2ccccc2)CC1,0.0,x,-10,2,0.0,x,-1,5
C=CCN(c1ccccc1)S(=O)(=O)c1cccc(C(=O)NCC2CCCO2)c1 (centres undefined),-1.3,x,3,-9,0.7,14,0,0
CC(C)(C)NC(=O)c1ccc(COc2ccc(Cl)cc2Cl)o1,x,-1,-12,-2,-0.1,2,0,-11
O=C(c1ccc(F)c(S(=O)(=O)N2CCOCC2)c1)N1CCN(c2ncccn2)CC1,-1.5,-4,-11,x,0.0,-6,7,-3
Cc1cccc(NC(=O)COC(=O)C(NC(=O)c2cccc(S(=O)(=O)N3CCOCC3)c2)C(C)C)c1 (centres undefined),1.0,22,-6,1,-0.1,-11,2,8

# This part in full, repeating the preview:
SMILES,E-sel inducer,esBAF inh,RAD52 inh,ERp5 inh,Xi reactivation,RAD54 inh,ERAP1 inh,S100A4 inh HTS
COc1ccccc1CN1C(=O)c2ccccc2[C@@]2(Cc3ccccc3N(CCN3CCOCC3)C2=O)[C@@H]1c1ccc(CO)cc1,x,x,1,5,x,9,0,12
O=C(NCc1cccs1)c1ccc(CS(=O)Cc2ccc(Cl)cc2)o1 (centres undefined),0.0,-1,-9,-3,0.0,0,0,-4
COc1ccc(NC(=O)COC(=O)C2CC2)cc1S(=O)(=O)N1CCCCC1,x,4,3,-20,0.1,-13,6,-14
O=C(Nc1ccc(Br)cc1Cl)c1ccc(OCC2CCCO2)cc1 (centres undefined),-0.7,19,-26,0,0.0,-2,-1,-2
Cc1ccc(C(=O)NC(=S)Nc2nc(-c3cccc([N+](=O)[O-])c3)cs2)c(Cl)c1,-0.3,x,-17,7,x,x,x,-1
Clc1cccc(Cl)c1Cn1c(-c2cccnc2Cl)nc2ccccc21,x,4,-17,-3,x,0,-4,-6
CCCCn1nnnc1C1(C)CCC(=O)N1CCOc1ccccc1 (centres undefined),-0.1,x,-12,-3,0.0,x,17,2
CC(=O)Nc1ccc(C(=O)N2CCCC(c3cc(C(=O)Nc4ccccc4)no3)C2)cc1 (centres undefined),0.1,-9,1,1,-0.1,-4,5,2
NNC(=O)c1ccc(COc2ccccc2)cc1,0.7,x,-4,4,0.2,2,14,7
O=C(C[C@H]1C[C@@H]2c3cc(NC(=O)C4CCC4)ccc3O[C@@H]2[C@H](CO)O1)NC1CCCC1,-0.2,-3,8,2,0.0,0,5,-1
Cc1cccc(C)c1NC(=O)CN(Cc1ccccc1)Cc1ccccc1,-0.1,-10,-11,-7,0.0,-8,2,-3
CCCCN(CCCC)CC(O)COc1ccc(Br)cc1 (centres undefined),-2.8,x,-7,-3,0.2,-5,-2,-9
CC(C)[C@H](NC(=O)c1ccc([N+](=O)[O-])cc1Cl)C(=O)N1CCN(C/C=C/c2ccccc2)CC1,0.0,x,-10,2,0.0,x,-1,5
C=CCN(c1ccccc1)S(=O)(=O)c1cccc(C(=O)NCC2CCCO2)c1 (centres undefined),-1.3,x,3,-9,0.7,14,0,0
CC(C)(C)NC(=O)c1ccc(COc2ccc(Cl)cc2Cl)o1,x,-1,-12,-2,-0.1,2,0,-11
O=C(c1ccc(F)c(S(=O)(=O)N2CCOCC2)c1)N1CCN(c2ncccn2)CC1,-1.5,-4,-11,x,0.0,-6,7,-3
Cc1cccc(NC(=O)COC(=O)C(NC(=O)c2cccc(S(=O)(=O)N3CCOCC3)c2)C(C)C)c1 (centres undefined),1.0,22,-6,1,-0.1,-11,2,8
CCOc1cc(C(=O)NC2=NCCS2)cc(OCC)c1OCC,x,x,-12,3,0.0,x,1,-9
Cc1ccc(C(=O)CSc2nnc(-c3ccncc3)n2C)cc1,1.5,x,-8,5,0.1,x,-1,3
Cc1ccccc1CC(=O)Nc1cccnc1,x,-9,-3,-3,0.0,-5,-2,-10
CC(NC(=O)CCNC(=O)c1ccco1)c1ccccc1 (centres undefined),-2.0,x,-5,3,0.2,-1,0,-11
CC(=O)c1cccc(NC(=O)c2ccccc2N(C)S(=O)(=O)c2ccc(C)cc2)c1,x,-1,-5,1,0.0,1,-3,5
O=C(c1cc(S(=O)(=O)N2CCOCC2)ccc1F)N(CCc1ccccc1)Cc1ccccc1,-0.7,6,-17,-3,0.3,8,2,6
CSc1ccc(/C=C/C(=O)OCC(=O)NC2CCCCCC2)cc1,-0.1,-6,-4,-3,-0.1,6,-1,0

# Some values from the list:
# Under ERp5 inh, NNC(=O)c1ccc(COc2ccccc2)cc1 reads 4
# Under RAD52 inh, O=C(c1cc(S(=O)(=O)N2CCOCC2)ccc1F)N(CCc1ccccc1)Cc1ccccc1 reads -17

# Later entries:
SMILES,E-sel inducer,esBAF inh,RAD52 inh,ERp5 inh,Xi reactivation,RAD54 inh,ERAP1 inh,S100A4 inh HTS
COc1cc(OC)cc(C(=O)Nc2ccc3nc4n(c(=O)c3c2)CCCCC4)c1,x,53*,-8,5,0.0,0,-2,0
C[C@@H]1CCCCO[C@@H](CN(C)S(=O)(=O)c2ccc(Cl)cc2)[C@@H](C)CN([C@@H](C)CO)C(=O)c2cc(NC(=O)CCC(F)(F)F)ccc2O1,-0.2,12,9,3,0.1,-2,2,-2
CCCCn1c(N)c(N(CC(C)C)C(=O)C2CC(=O)N(Cc3ccccc3)C2)c(=O)[nH]c1=O (centres undefined),-0.2,x,-12,2,0.0,x,11,1
COc1ccccc1N1CCN(c2cnccn2)CC1,-0.1,8,-2,-10,0.1,1,0,-1
Cc1noc(C)c1NC(=O)N(C)C[C@H]1OCCCC[C@H](C)Oc2ccc(NS(=O)(=O)c3cccs3)cc2C(=O)N([C@H](C)CO)C[C@@H]1C,0.2,2,-20,-2,-1.1,4,-3,-9
Cc1ccc(NC(=S)N(CCN(C)C)C(C)c2ccco2)cc1Cl (centres undefined),-1.2,9,-5,-4,0.1,0,1,9
CCOC(=O)C1CCN(c2c(NCc3ccc(C(=O)N(C)Cc4ccccc4)cc3)c(=O)c2=O)CC1,x,4,-15,2,0.0,-4,4,1
O=Cc1ccc(OC(=O)c2cc(Cl)nc3ccccc23)cc1,x,x,2,2,-0.1,x,2,-1
CCC(CO)NCC#Cc1ccccc1 (centres undefined),x,x,1,-2,0.0,x,-2,-16
COc1cccc(-c2nc(CS(=O)(=O)CC(=O)N3CCCCC3)c(C)o2)c1,x,7,-12,1,0.4,5,-4,6
C[C@H](CO)N1C[C@H](C)[C@@H](CN(C)S(=O)(=O)c2ccc(Oc3ccccc3)nc2)OCc2cnnn2CCCC1=O,0.0,5&5,-12&-5,6&-2,0.1&0.2,3&7,-3&0,7&3
CN1C(=O)c2cc(NC(=O)c3ccc(F)cc3)ccc2OC[C@@H]2O[C@H](CC(=O)N3CCOCC3)CC[C@H]21,0.2,-7,9,-2,0.2,1,1,6
O=C(O)CCC(=O)N1CCN(c2nc(-c3ccccc3)c3cc(Br)ccc3n2)CC1,x,-6,-6,0,0.1,0,0,2
CN(c1ccc2nc3ccccc3c(=O)n2n1)C1CCCCC1,x,-84,1,-4,0.0,2,-2,1
CC(C)CC#Cc1ccc([C@H]2[C@@H](CO)N3C(=O)CN(C(=O)NC4CCCC4)C[C@@H]23)cc1,0.3,x,-5,22,0.1,x,1,3
CCOC(=O)C1CCN(C(=O)CSc2nc(N)cc(=O)[nH]2)CC1,-0.1,-6,-4,0,0.0,-3,0,4
COC(=O)c1ccc(CSc2nnc(-c3ccccc3)n2C)o1,0.6,x,-5,1,0.2,x,0,3
C[C@@H]1CN([C@H](C)CO)S(=O)(=O)c2ccc(-c3cccnc3)cc2O[C@@H]1CN(C)C(=O)NC1CCCC1,-3.8,2,5,11,0.0,12,-1,-12
C[C@@H]1CN([C@H](C)CO)C(=O)Cc2cc(NC(=O)C3CC3)ccc2O[C@@H]1CN(C)Cc1ccc(C(=O)O)cc1,0.0,-2,2,12,0.0,3,-1,33
Cn1c(=O)c2cc(NC(=O)NCc3ccccc3)ccc2n1C/C=C/c1ccccc1,0.2,12,-8,-5,0.0,3,-4,1
COc1ccc(-c2cnc3c(c2)C(=O)N([C@H](C)CO)C[C@H](C)[C@@H](CN(C)Cc2ccc(C(=O)O)cc2)O3)cc1,0.1,2,-8,-7,0.3,4,-1,0
COc1ccc(C#Cc2ccc3c(c2)O[C@@H](CN(C)S(=O)(=O)c2ccccc2F)[C@@H](C)CN([C@@H](C)CO)S3(=O)=O)cc1,0.1,3,-30,-1,-1.1,-1,-1,-3
CCN(C1CCS(=O)(=O)C1)S(=O)(=O)c1ccc(Cl)s1 (centres undefined),x,x,-3,2,0.3,0,1,-2
CCC(=O)N1CC2(C1)CN(C(C)=O)[C@@H](CO)c1[nH]c3cc(OC)ccc3c12,-0.3,x,1,2,0.0,x,-1,5
COc1n[nH]c(C(=O)Nc2cc(Cl)ccc2Cl)c1[N+](=O)[O-],x,x,-12,-3,0.2,x,2,-18
O=C(Nc1ccc(CN2CCOCC2)cc1)c1ccc(-c2ccc(Br)cc2)o1,x,-12,51*,-2,x,2,-4,0
CC(C)CC#Cc1cnc2c(c1)C(=O)N([C@@H](C)CO)C[C@@H](C)[C@@H](CN(C)C(=O)Nc1cc(F)ccc1F)O2,-0.2,11,15,5,-0.3,-4,-2,-1
O=C(COC(=O)c1ccco1)Nc1ccc(Cl)cn1,-0.2,x,-9,1,0.2,x,0,8
O=C(N[C@@H]1CC[C@H](CC(=O)N2CCOCC2)O[C@H]1CO)c1cccc(F)c1,0.6,0,-9,-5,0.0,-4,1,-5

# Screening results as filed in PubChem.

# The order is random, and some 2.5% of all compounds hit somewhere here.
